CRFR2-BP ag: agonists of human CRF-binding protein/CRF-R2 receptor complex. hit rate 0.46% among 350,000. HEK293 CRF-R2/CRF-BP, calcium dye fluorescence (FLIPR); percent of saturating CRF peptide response. AID 588473. activation, % at 13.2 µM;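 active = activation of at least 50%, plus an integration ratio under a set limit after plate pattern correction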;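 also: plate controls were neutral control wells without compound for no effect and CRF at EC100 for full effect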
M5 ag: CHRM5 agonism in calcium assay; activation, % at 3 µM; CHO-K1 hM5 cells, Fluo-8 calcium fluorescence; 0% DMSO wells, 100% maximal acetylcholine response; AID 624037; hit rate 0.19% among 360,000; P08912;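 active = activation above the run's mean over test compounds plus 3 SD, cut at about 23% in these data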;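 also: signal is peak over basal fluorescence ratio across the kinetic read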
CHRM5 PAM: positive allosteric modulators of human muscarinic M5 receptor; P08912; hit rate 0.3% among 360,000; AID 624038; activation, % at 3 µM; CHO-K1 hM5, Fluo-8 calcium, ACh EC20 PAM; 0% = ACh EC20, 100% = ACh EC100;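 active = activation above the run cutoff, the mean activation of all test compounds plus 3 SD, cut at about 18% in these data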
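System: CHO-K1 cell line with stable human muscarinic M5 receptor expression | Also added: EC20 acetylcholine as agonist stimulus | Compound: One concentration, 3 µM final (nominal) | Timing: Fluo-8 loading 80 min at 37 °C plus 30 min room temperature | Measured by: Fluo-8 calcium dye fluorescence, kinetic read | Read-out basis: % activation, ACh-normalized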
CHRM1 PAM: potentiates human M1 receptor response to acetylcholine; hit rate 0.088% among 360,000; CHO-K1 hM1, Fluo-8 calcium fluorescence, ACh EC20; 0% = ACh EC20, 100% = maximal ACh; P11229; activation, % at 3 µM; in the data active = activation above about 19%, passing the limit was not always enough
CHRM4 antagonist: CHRM4 antagonism in calcium assay. P08173. CHO-hM4 cells, ACh EC80, Fluo-8 calcium fluorescence. inhibition, % at 3 µM. hit rate 0.73% among 360,000. AID 624125;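 active = inhibition above its plate's cutoff, the mean inhibition of sample wells plus 3 SD, cut at about 27% in these data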;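 also: 0% = acetylcholine EC80 with DMSO and 100% = DMSO without agonist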
Target sequence (P08173 whole entry, looked up): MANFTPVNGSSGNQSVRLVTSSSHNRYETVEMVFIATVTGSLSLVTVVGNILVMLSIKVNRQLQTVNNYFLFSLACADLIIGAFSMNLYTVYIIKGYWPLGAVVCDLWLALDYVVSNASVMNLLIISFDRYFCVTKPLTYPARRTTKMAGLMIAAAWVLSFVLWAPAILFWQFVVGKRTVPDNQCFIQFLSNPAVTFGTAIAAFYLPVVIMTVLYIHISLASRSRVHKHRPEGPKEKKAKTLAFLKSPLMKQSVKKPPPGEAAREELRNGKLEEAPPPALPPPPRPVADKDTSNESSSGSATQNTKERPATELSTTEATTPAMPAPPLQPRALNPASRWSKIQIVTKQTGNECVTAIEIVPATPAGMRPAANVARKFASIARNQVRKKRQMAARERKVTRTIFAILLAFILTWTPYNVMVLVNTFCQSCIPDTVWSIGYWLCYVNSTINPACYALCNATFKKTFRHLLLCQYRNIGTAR
M4 PAM: positive allosteric modulators of human muscarinic M4 receptor; CHO-K1 hM4/Gqi5, Fluo-8 calcium fluorescence, ACh EC20; 0% = ACh EC20, 100% = maximal ACh; activation, % at 3 µM; hit rate 0.4% among 360,000; AID 624126;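 active = activation above its plate's cutoff, the mean activation of sample wells plus 3 SD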; also: some results filed as inactive read as strong as hits
CHRM4 agonist: CHRM4 agonism in calcium assay. hit rate 0.14% among 360,000. activation, % at 3 µM. AID 624127. P08173. CHO-K1 hM4/Gqi5, Fluo-8 calcium fluorescence; vehicle 0%, full acetylcholine response 100%;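 active = activation above the run mean over all test wells plus 3 SD, cut at about 32% in these data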;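 also: peak over basal fluorescence ratio per well then scaled between controls; 0% = DMSO wells and 100% = acetylcholine at EC100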
M5 antag: blocks acetylcholine activation of human M5 receptor | hit rate 0.59% among 360,000 | inhibition, % at 3 µM | CHO-hM5 cells, Fluo-8 calcium fluorescence, ACh EC80 | P08912;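 active = inhibition above a per-plate cutoff, the mean of that plate's test compounds plus 3 SD, cut at about 27% in these data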;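 also: 0% = acetylcholine EC80 with DMSO and 100% = DMSO without agonist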
CRFR2-BP antag: CRF-BP/CRF-R2 complex antagonism. HEK293 CRF-R2/CRF-BP, CRF-induced calcium fluorescence. inhibition, % at 11.8 µM. hit rate 0.59% among 350,000. AID 588475;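 active = inhibition of the ligand-induced calcium signal above about 50% at the single tested concentration, limit read from the data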
* = called active by the depositor; · = not tested or not shown.

SMILES	CRFR2-BP ag	M5 ag	CHRM5 PAM	CHRM1 PAM	CHRM4 antagonist	M4 PAM	CHRM4 agonist	M5 antag	CRFR2-BP antag
COCCCN(C(=O)CSCC(=O)Nc1ccc(C)cc1)c1c(N)n(Cc2ccccc2)c(=O)[nH]c1=O	0.7	-1	2	-3	8	-1	-1	8	2
Cc1ccc(NC(=O)C[n+]2cc(-c3ccccc3)n3c2CCC3)c(C)c1	-2.0	-18	-12	-10	-6	-40	0	12	6
COc1ccc(CC(=O)NNC(=O)c2ccco2)cc1	-1.3	0	2	5	-3	8	2	-3	7
COc1ccc(NC(=O)CCC(=O)NCCO)cc1	5.3	-3	-1	10	-11	6	1	-14	-1
O=C(Cn1cc([N+](=O)[O-])ccc1=O)NCc1ccc(Cl)cc1Cl	-0.3	-1	-7	2	0	-4	2	-1	0
COc1ccc(-c2cc(C(F)(F)F)nc(SCCC(=O)N3CCCC3)n2)cc1	-0.7	-1	-4	9	7	-5	0	3	-21
COc1cc2ccccc2cc1C(=O)NC(=S)Nc1cccc(C(=O)O)c1	1.0	1	-13	-9	-2	-13	17	11	-7
Cc1ccc(S(=O)(=O)N2CCCC(c3nc(-c4ccc(C)o4)no3)C2)cc1 (configuration not stated)	-0.9	-2	-5	-2	6	0	1	6	9
O=C(C1CCN(S(=O)(=O)c2cnc[nH]2)CC1)N1CCN(c2ccc([N+](=O)[O-])cc2)CC1	-1.5	-4	-2	9	-9	14*	1	12	7
O=C(O)c1ccccc1-c1nc2ccccc2n1-c1ccccc1	-1.7	-2	-3	7	-1	1	0	-1	15
CN(C)S(=O)(=O)c1ccc(N2CCCC2)c(C(=O)NNC(=O)COc2cccc(F)c2)c1	-1.0	2	1	7	-17	6	1	-5	-4
Cc1cc(-c2nc(C)c(C(=O)NN)s2)no1	-0.3	6	-10	-1	6	-15	12	11	-6
Cc1cc(C(=O)OCC(=O)NCc2cccs2)c2ccccc2n1	-3.2	2	-15	-2	4	-8	3	16	-9
COc1ccccc1N(Cc1ccccc1)S(=O)(=O)c1cccc(C(=O)O)c1	-1.9	0	2	7	-10	27	1	-2	9
CC(C)(C)Cc1cc(N)on1	-1.1	-4	-4	10	-16	13	2	3	1
COc1cccc(CC(=O)NCC2COc3ccccc3O2)c1OC (configuration not stated)	0.4	1	-2	6	-5	4	1	3	7
CN(C)S(=O)(=O)c1ccc(NC(=O)N2CCN(c3ccccc3Cl)CC2)cc1	-1.4	1	0	6	8	-1	2	-1	-6
O=C(NCc1nc2ccccc2[nH]1)C1=C[C@@H](c2csc3ccccc23)C[C@@H](OCc2ccc(CO)cc2)O1	3.3	1	-14	-8	4	-9	6	17	28
Cc1noc(C)c1NC(=O)N(C)C[C@@H]1Oc2ccc(NC(=O)Cc3cn(C)c4ccccc34)cc2CC(=O)N([C@H](C)CO)C[C@@H]1C	2.1	1	0	0	-7	1	1	8	3
O=C(Nc1ccc(N2CCOCC2)cc1)c1cccc(S(=O)(=O)N2CCCC2)c1	-1.9	-4	8	-29	-3	-3	2	-7	-27
Cc1ccc(-c2cc(NC(=O)CCl)n(-c3ccccc3)n2)cc1	1.1	-9	-6	2	-10	-6	1	-5	-28
O=C(COc1ccc2c3c(c(=O)oc2c1)CCC3)NCC1CCC(C(=O)O)CC1 (configuration not stated)	-1.2	-3	1	0	12	0	0	3	-1
O=C(CN(Cc1ccco1)C(=O)CNS(=O)(=O)c1ccccc1)NC1CCCCC1	-3.6	-6	-3	5	-6	1	2	6	16
C/C=C(\C)C(=O)Nc1cccc(C2=NOC3(C2)C[C@H](C(N)=O)N(C(=O)CC#N)C3)c1 (some centres not stated)	1.2	1	-4	7	-9	4	1	12	-6
CC(=O)N1CCC2(CC1)C(C#N)=C(N)Oc1n[nH]c(CSc3ccc(C)cc3)c12	0.2	1	7	2	6	5	0	-10	-16
COc1ccc(S(=O)(=O)NC(C)C(=O)NCc2ccncc2)cc1Cl (configuration not stated)	1.4	-7	-1	-14	7	-4	1	17	-6
CCOc1ccccc1NC(=O)CSC1=NN2CCCC(=O)N=C2S1	0.1	0	0	3	6	-14	3	12	0
N#Cc1ccc(NC(=O)CCc2ccc(S(=O)(=O)N3CCOCC3)cc2)cc1	-0.3	0	-4	3	-3	-2	4	-4	-15
O=C(O)C(=O)Nc1ncn[nH]1	-3.4	1	-1	11	-1	8	0	16	1
O=C(NCc1cccnc1)c1cc(C2CCCCN2S(=O)(=O)c2cccs2)on1 (configuration not stated)	·	0	-1	-4	2	1	2	2	·
CC1(C)CC(=O)C(C(=O)/C=C/NCCc2ccccc2)C(=O)C1	0.0	-2	-3	5	-2	-1	0	-6	-20
CC(OC(=O)C1=COCCO1)C(=O)Nc1ccc(Oc2ccccc2)cc1 (configuration not stated)	-1.8	-2	-3	7	3	4	2	-5	10
O=S(=O)(c1ccc(NC(=S)N2CCCCC2)cc1)N1CCCCC1	2.3	5	-4	-1	-1	-2	5	2	-38
COc1ccc(CC(N)c2csc(NC(=O)c3cc(C(C)(C)C)nn3Cc3ccccc3)n2)cc1 (configuration not stated)	·	-2	-6	4	13	-11	4	-4	·
CCn1c(SCC(=O)NCc2ccccc2)nnc1-c1c[nH]c2ccccc12	-2.5	-2	-4	2	1	-2	2	-5	13
CCc1ccc(NC(=S)N2CCN(S(=O)(=O)c3ccccc3)CC2)cc1	0.1	-5	-4	-3	0	-2	2	13	-4
O/C(=C\Sc1nnc(Cc2ccccc2)o1)c1ccc(F)cc1	-0.1	-2	4	9	-13	9	5	4	21
Cc1onc(-c2c(F)cccc2Cl)c1C(=O)OCC(=O)c1c[nH]c2ccccc12	5.2	0	-3	1	3	-13	11	11	3
CCCn1c(NCc2cc(OC)ccc2OC)nc2ccccc21	1.8	-4	-7	6	-7	2	1	-1	-2
CCOC(=O)c1sc2nc(C)nc(SCC(=O)NC(C)CCc3ccccc3)c2c1C (configuration not stated)	5.0	-1	9	4	12	-7	1	-2	-9
CCOc1[nH]c(/N=C/c2ccco2)c(C#N)c1C#N	-0.7	3	0	2	-3	10	1	-1	6
COc1ccc(CNC(=O)CN2CCC(n3nnc4cc(F)ccc43)CC2)cc1	0.0	-5	-10	-4	-8	-5	6	-5	-4
Cc1nc2sccn2c(=O)c1S(=O)(=O)N1CCN(c2cccc(Cl)c2)CC1	0.9	1	0	20	-24	8	1	0	-29
O=C(NCc1ccco1)c1cc(-c2ccccc2)c(N2CCOCC2)s1	-2.3	-10	-6	6	1	0	0	-9	18
Cc1ccc(-c2csc3nc(CSc4nnc(-c5ccc(Cl)cc5)n4C)[nH]c(=O)c23)cc1	3.5	-1	-1	2	-5	1	-1	-3	12
CCOc1c(N2CCCCC2)c(=O)c1=O	2.4	-7	2	13	10	1	0	0	-36
COc1cccc(NC(=O)CN(C)C(=O)c2cc(C)oc2C)c1	-0.2	3	6	4	-3	5	2	-4	-2
COc1ccc(C(C(=O)NCC2CCCO2)N(C(=O)c2snc(C(N)=O)c2N)c2ccccc2)cc1OC (configuration not stated)	0.3	-1	-7	10	5	-7	8	14	3
Cc1cccc(CN2CCN([C@H]3CS(=O)(=O)N[C@@H]3COCc3ccccc3)CC2)c1	·	1	-1	-1	-1	-6	2	-2	·
O=C(O)CSc1nc(-c2ccccc2)c(-c2ccccc2)[nH]1	-0.5	-2	3	6	-9	6	0	6	15
CCCCn1c(SCC(=O)NC(=O)Cc2ccccc2)nc2ccccc2c1=O	0.5	-1	-9	15	-5	14	1	5	-20
CCOc1ccc2[nH]c3c(NCCCOC)ncnc3c2c1	-16	-4	-8	-5	8	-6	8	22	23

Ordered by molecular weight (low to high): part of the list above.
SMILES	CRFR2-BP ag	M5 ag	CHRM5 PAM	CHRM1 PAM	CHRM4 antagonist	M4 PAM	CHRM4 agonist	M5 antag	CRFR2-BP antag
O/C(=C\Sc1nnc(Cc2ccccc2)o1)c1ccc(F)cc1	-0.1	-2	4	9	-13	9	5	4	21
CC(OC(=O)C1=COCCO1)C(=O)Nc1ccc(Oc2ccccc2)cc1 (configuration not stated)	-1.8	-2	-3	7	3	4	2	-5	10
CCc1ccc(NC(=S)N2CCN(S(=O)(=O)c3ccccc3)CC2)cc1	0.1	-5	-4	-3	0	-2	2	13	-4
C/C=C(\C)C(=O)Nc1cccc(C2=NOC3(C2)C[C@H](C(N)=O)N(C(=O)CC#N)C3)c1 (some centres not stated)	1.2	1	-4	7	-9	4	1	12	-6
O=C(NCc1cccnc1)c1cc(C2CCCCN2S(=O)(=O)c2cccs2)on1 (configuration not stated)	·	0	-1	-4	2	1	2	2	·
CN(C)S(=O)(=O)c1ccc(N2CCCC2)c(C(=O)NNC(=O)COc2cccc(F)c2)c1	-1.0	2	1	7	-17	6	1	-5	-4
COc1ccc(C(C(=O)NCC2CCCO2)N(C(=O)c2snc(C(N)=O)c2N)c2ccccc2)cc1OC (configuration not stated)	0.3	-1	-7	10	5	-7	8	14	3

Screening results as filed in PubChem BioAssay.
